All columns: NCI-60 one-dose screen, growth in % after 48 h at 10 µM unless noted; 100 = growth as untreated, 0 = no growth, -100 = all killed.
UACC-257 – UACC-257 melanoma | 4.4% of 78,000 active | AID 1794764
MALME-3M – MALME-3M melanoma | 5.8% of 78,000 active | AID 1794766
LOX IMVI – LOX IMVI melanoma | 7.4% of 79,000 active
HS 578T – HS 578T breast cancer; 4.1% of 78,000 active; AID 1794788
UACC-62 – UACC-62 melanoma. 5.4% of 81,000 active. AID 1794756
BT-549 – BT-549 breast cancer; AID 1794793; 4.4% of 78,000 active
T-47D – T-47D breast cancer. 5% of 79,000 active. AID 1794792
MCF7 – MCF7 breast cancer. 6.3% of 82,000 active
Starred values were filed as active, the others as inactive; x = no result given. The calls were made as follows: active = growth percent below 10; inactive = the rest.

no.	mol	UACC-257	MALME-3M	LOX IMVI	HS 578T	UACC-62	BT-549	T-47D	MCF7
1	COC(=O)c1cc(O)cc(O)c1	86	104	101	108	97	110	103	113
2	CC[C@H](C)[C@@H]1NC(=O)[C@H](C)NC(=O)[C@@H](Cc2ccc(O)cc2)NC(=O)CSC[C@@H](C(N)=O)NC(=O)[C@H](CC(C)C)NC(=O)[C@H](CC(C)C)NC(=O)[C@H]([C@@H](C)O)NC(=O)[C@H]([C@@H](C)O)NC(=O)[C@H](CCCCN)NC(=O)CNC(=O)[C@H](CCCN=C(N)N)NC(=O)[C@H](Cc2ccc(O)cc2)NC(=O)[C@H](CO)NC1=O	105	105	100	116	111	103	112	107
3	Clc1ccc(C2=Nn3c(nnc3-c3ccccc3)SC2)cc1	103	103	102	92	92	95	84	79
4	O=C(NCc1ccccc1O)c1cccc2ccccc12	75	49	80	66	38	69	60	84
5	CC(C)Cc1c[nH]c(=O)[nH]c1=O	107	99	91	99	101	x	95	90
6	CN(C)CCOc1ccc(-c2nc3sccn3c2-c2ccnc(S(C)(=O)=O)n2)cc1	101	112	98	101	105	118	110	90
7	C=C(C)[C@@H]1CC[C@]2(c3ncc(C)o3)CC[C@]3(C)[C@H](CC[C@@H]4[C@@]5(C)Cc6c([nH]c7ccccc67)C(C)(C)[C@@H]5CC[C@]43C)[C@@H]12	101	103	90	94	74	98	78	94
8	CCOC(=O)N1C=Cc2ccccc2C1C#N (stereo unspecified)	96	98	93	113	113	103	93	92
9	NS(=O)(=O)Oc1ccc(NC(=O)C2CCCCC2)cc1	x	110	102	102	94	111	90	95
10	COc1cc2c3c(c(=O)oc2cc1OS(C)(=O)=O)CCCCC3	107	92	101	95	97	117	98	97
11	CCCCCCCCCC/C=C\C(=O)O	95	111	112	x	102	110	114	93
12	CCN=c1sc(-c2ccc3ccccc3c2)cn1NC(=O)c1cc2ccc1CCc1ccc(cc1)CC2	66	85	78	61	54	61	24	53
13	O=c1[nH]c(=O)n(C2OC(CO)C(O)C2O)c2c1CCCC2 (stereo unspecified)	98	x	100	103	96	110	98	108
14	Cc1cc(C(=O)Nc2sc3c(c2C(N)=O)CCC(=O)C3)ccc1OCCN1CCCCC1	107	102	x	102	100	129	89	95
15	O=C(CC12CC3CC(CC(C3)C1)C2)NCCOCCOCCNC(=O)c1cc2c(o1)C(=O)c1ccccc1C2=O	-95*	-97*	-95*	-25*	-95*	-94*	-12*	-68*
16	CCOC(=O)c1nc(Nc2ccc(NC(=O)Nc3cccc(C(F)(F)F)c3)cc2)c2ccccc2n1	115	98	100	103	98	104	99	93
17	C(=C(\C1=NCCN1)n1ccc2ccccc21)/c1ccccc1	93	93	93	89	93	107	90	85
18	CC(C)(C)c1cc(O)cc(C(=O)O)c1O	86	x	98	116	103	114	97	100
19	CCCCCCCC/C=C\CCCCCCCC(=O)Oc1cccc2cccnc12	2.8*	117	80	138	100	66	55	89
20	CCc1c(C)c2ccc(O)c(NC(=O)Nc3ccccc3)c2oc1=O	109	106	97	109	104	94	95	114
21	CC1(c2ccccc2)NC(=O)NC1=O (stereo unspecified)	85	113	109	x	100	x	109	x
22	Nc1nc(/C(=C/CC(=O)O)C(=O)N[C@@H]2C(=O)N3C(C(=O)O)=CCS[C@H]23)cs1	98	97	92	101	113	105	102	x
23	CCn1cc(CNc2ccc(C(=O)Nc3ccc4ccccc4c3)cc2)c(C)n1	x	62	63	105	60	9.8*	6.5*	49
24	Cc1cc(S(=O)(=O)O)ccc1N	113	135	100	119	99	123	98	93
25	Cc1c2c(c(C)c3c1oc1ccc(O)cc13)C(=O)N(CCN1CCCCC1)C2=O	99	101	97	102	101	100	102	98
26	O=C(Nc1cc(C(F)(F)F)cc(C(F)(F)F)c1)Nc1ccc(Cl)cc1C(=O)O	101	93	97	84	96	112	95	90
27	CC1=NCCO1	91	100	103	123	117	x	104	102
28	COc1ccc(CCN2C(=O)/C(=C/c3csc(C#N)n3)SC2=S)cc1	-35*	7.3*	-78*	17	-27*	-45*	-5.3*	-0.8*
29	O=C(O)COc1cccc(C(=O)/C=C/c2ccc(Cl)cc2)c1	96	105	x	109	99	121	93	87
30	Oc1c(Cl)cccc1C1CCCCC1	100	100	95	91	97	92	103	98
31	CN1CCN(S(=O)(=O)c2ccc(NC(=O)C(Cl)Cl)cc2)CC1	103	93	96	117	89	98	103	98
32	COc1cccc(/C(N)=N/C(N)=N/c2nc3ccccc3s2)c1	107	91	56	88	88	86	62	91
33	CC(Cc1ccccc1)NNC(=O)CC#N (stereo unspecified)	75	99	95	106	x	99	83	100
34	O=C1CCC2(CCC(=O)O2)O1	99	94	109	x	103	112	101	96
35	CC(=O)Nc1ccc(C2CN(C)C3(C(=O)c4ccccc4C3=O)C2C(=O)c2ccccc2)cc1 (stereo unspecified)	97	97	75	92	81	93	87	86
36	Cn1nc(N)c(C#N)c1Nc1ccccc1	98	130	116	117	107	102	108	107
37	Cc1cc(=O)oc2cc(OCc3c(F)cccc3Cl)ccc12	97	78	x	58	79	73	82	77
38	COc1ccc(Br)cc1C(c1cc(Br)ccc1OC)C(Cl)(Cl)Cl	x	90	91	95	83	112	80	85
39	O=C(O)c1cc(Cl)nc(Cl)n1	98	102	100	93	88	106	106	108
40	COc1cc(/C=N/NC(=O)c2cnn3c2NC(c2ccccc2)C3)ccc1OC1CCCC1 (stereo unspecified)	43	40	22	-18*	24	17	x	17
41	CC1[C@H]2[C@H](C[C@H]3[C@@H]4CC=C5c6sc(Nc7ccccc7F)nc6CC[C@]5(C)[C@H]4CC[C@@]32C)O[C@]12CC[C@@H](C)CO2 (stereo partly specified)	-85*	-74*	-90*	-16*	-71*	55	-60*	-67*
42	COc1ccc(Nc2[nH]n3c(=O)cc(-c4ccccc4)nc3c2C(=O)Nc2ccc(C)cc2)c(OC)c1	85	92	87	78	64	93	84	100
43	CCCSc1ccc([N+](=O)[O-])cc1[N+](=O)[O-]	100	117	97	89	90	104	91	95
44	OCCNCCCNc1ccnc2cc(Cl)ccc12	108	100	92	91	101	114	105	93
45	CCCNCC(O)Cc1ccc(OCC)cc1 (stereo unspecified)	82	106	103	104	100	83	90	95
46	CCCCCC(=O)c1ccc(O)cc1O	x	104	105	109	105	105	99	105
47	CC(=O)n1nc(C(=O)OC(C)C)c2cc(F)c(F)cc21	88	101	93	99	92	84	86	94
48	Cc1c(C)c(CCl)c(C)c(C)c1CCl	87	62	22	100	60	43	82	26
49	C=CC(=O)N1CN(C(=O)C=C)CN(C(=O)C=C)C1	48	-42*	71	72	74	76	34	40
50	CC[N+]1(CC)CC[N+](CC)(CC)CC1	96	118	101	108	108	125	104	93
51	O=C(O)c1ccc(-n2cc(CNc3ccc(C(F)(F)F)cc3)c(-c3ccccc3)n2)cc1	x	91	89	94	73	99	79	82
52	CCCCCC(=O)OC1CC(C)=C2C(=O)C=C(C)[C@@H]2[C@H]2OC(=O)[C@H](C)[C@H]12 (stereo partly specified)	99	108	99	105	81	104	101	91
53	CCCCCC(=C/c1ccccc1)/C=N/O	101	106	97	98	95	115	87	104
54	COc1cc(-c2nc3ccc(/C=C/C(=O)c4ccc(C(F)(F)F)cc4)cc3s2)ccc1F	113	95	102	101	89	99	92	101
55	COc1cc2oc(-c3cccc(NC(=O)c4ccc(C#N)cc4)c3)cc(=O)c2c(OC)c1OC	104	81	67	76	63	64	55	78
56	COC(=O)Cc1csc2ccccc12	101	101	106	116	109	x	98	105
57	CC(C)Cc1ccc(C(C)C(=O)NCc2ccc(Cn3c(=O)sn(CCCl)c3=O)cc2)cc1 (stereo unspecified)	84	92	87	88	88	77	49	36
58	CC(C)(O)c1cncc(-c2ccc3ncnc(NCc4ccccc4)c3c2)c1	96	101	57	73	84	x	64	58
59	COc1ccc(/C=c2\c(=O)n(-c3ccccc3)c3nnc(N/N=C(/C)C(=O)O)n23)cc1	114	103	93	113	94	104	x	99
60	Cc1ccc(-c2nc(Nc3ccccc3S(N)(=O)=O)c3ccccc3n2)cc1	106	98	9.4*	77	71	115	91	82

Next part:
no.	mol	UACC-257	MALME-3M	LOX IMVI	HS 578T	UACC-62	BT-549	T-47D	MCF7
61	CCCCCCCCCCCCCCCCOc1ccc(S(=O)(=O)NC2CCCCC2)cc1[N+](=O)[O-]	107	98	118	112	78	106	x	87
62	COc1ccc(-c2cc(-c3cccn3C)c(C#N)c(=O)n2C=O)cc1OC	110	110	101	116	92	102	99	168
63	Nc1nccc2c1ccn2-c1cccc(NC(=O)Nc2ccc(Cl)c(Cl)c2)c1	90	87	74	x	74	77	53	67
64	CN(C)c1ccc2cc(-c3ccc(Cl)c(Cl)c3)c(N)nc2c1	21	30	21	62	57	48	19	24
65	CCCCC(CC)C(C#CC(C(CC)CCCC)N(C)C)N(C)C (stereo unspecified)	109	97	99	111	100	x	109	104
66	COc1ccc(C(=O)/C=C/C23c4ccccc4C(c4ccccc42)C2C(=O)NC(=O)C23)cc1 (stereo unspecified)	89	98	90	78	91	97	86	89
67	COc1cc2c(cc1OC)CN(CCCCOc1cc(O)c3c(=O)cc(-c4ccccc4)oc3c1)CC2	5.3*	-69*	-66*	74	40	64	1.7*	29
68	CCN(CC)c1ccc(CNc2ccnc3ccccc23)cc1	36	50	55	90	76	45	29	33
69	O=[N+]([O-])c1cccnc1Cl	107	x	x	x	95	117	97	98
70	CCCC(O)(c1ccccc1)C(c1ccccc1)C1CCCCN1 (stereo unspecified)	95	103	81	96	100	x	94	96
71	O=C(O)CCCC1CCCc2ccccc21 (stereo unspecified)	103	90	101	100	93	105	100	104
72	O=C1CC(n2c(O)c(C=Nc3ccc(Cl)cc3)sc2=S)C(=O)N1c1ccc(Cl)cc1 (stereo unspecified)	112	96	87	114	94	106	87	90
73	Clc1ccc2c(Cl)ccnc2c1	102	104	104	105	88	128	103	96
74	CCN1C(=O)N(CC)C2C1NN=C1SC3(C(=O)N12)C(c1ccccc1F)CN(C)C31C(=O)Nc2ccccc21 (stereo unspecified)	97	93	98	114	93	98	98	95
75	O=C1C=CC(=O)N1CO	109	130	120	108	106	116	132	104
76	CC(=O)n1nc(C(=O)OC(C)(C)C)c2ccccc21	117	106	92	105	98	103	92	97
77	CCCCCCCC(=O)NCc1ccc(O)c(OC)c1	103	99	94	94	79	102	95	98
78	Cc1c(-c2nnc(SCC(C)C)o2)sc2nc3ccccc3n12	103	111	108	118	90	139	105	92
79	O=C(Cn1cc(C2CCCCC2)nn1)Nc1nc2ccccc2s1	111	100	98	111	100	105	110	99
80	COC(=O)[C@H](NS(=O)(=O)N(c1ccc(F)cc1)C1CCN(C(=O)c2ccc(F)cc2)CC1)C(C)C	121	106	98	96	113	111	88	96
81	CC1(C)OC2OC3C(CN)OC(c4ccccc4)OC3C2O1 (stereo unspecified)	105	120	98	118	105	103	93	103
82	CC(=O)N1CCN(C(C)=O)c2ccccc21	121	x	x	x	109	110	103	91
83	COC(=O)c1c2c(c(C)[n+]([O-])c1C)C(=O)C(NCc1ccc(O)cc1)=CC2=O	-62*	-99*	-90*	-22*	-74*	34	-7.4*	-63*
84	COc1ccc(CCN(C)CCCC(C#N)(c2cc(OC)c(OC)c(OC)c2)C(C)C)cc1OC (stereo unspecified)	75	123	96	94	105	102	98	88
85	Cc1oc(-c2cc(C(F)(F)F)ccc2Cl)cc1C(=O)Nc1ccc(S(N)(=O)=O)cc1	111	90	101	109	99	118	100	94
86	CCOC(=O)COc1ccc(/C=C2\CC/C(=C\c3ccc(OCC(=O)OCC)c(OC)c3)C2=O)cc1OC	x	111	61	97	101	100	101	99
87	Cc1ccc(C(=O)NNC(=O)c2ccccc2)cc1	102	113	93	127	105	95	107	105
88	COc1cc2cc(Oc3ccc(NC(=O)Nc4ccc(F)c(C(F)(F)F)c4)cc3)c(C)nc2cc1OCCN1CCCCC1	-53*	-88*	-70*	102	51	85	79	-75*
89	COC(=O)c1ccc([N+](=O)[O-])cc1I	96	102	98	113	100	111	92	105
90	COC(=O)C1=C(C(=O)c2ccc(Br)cc2)C(c2ccc(C(=O)OC)cc2)C(C#N)=C(N)O1 (stereo unspecified)	88	102	95	99	x	111	90	98
91	CSc1ccc(-c2cn3ccsc3n2)cc1	81	90	62	73	91	88	39	41
92	CC(=O)CCC=C1CCCCC1	x	91	92	91	x	107	93	93

Reformatted with two lines to a compound: entries from further up
Order of results – UACC-257 | MALME-3M | LOX IMVI | HS 578T | UACC-62 | BT-549 | T-47D | MCF7
77	CCCCCCCC(=O)NCc1ccc(O)c(OC)c1
 : 103 | 99 | 94 | 94 | 79 | 102 | 95 | 98
78	Cc1c(-c2nnc(SCC(C)C)o2)sc2nc3ccccc3n12
 : 103 | 111 | 108 | 118 | 90 | 139 | 105 | 92
79	O=C(Cn1cc(C2CCCCC2)nn1)Nc1nc2ccccc2s1
 : 111 | 100 | 98 | 111 | 100 | 105 | 110 | 99
80	COC(=O)[C@H](NS(=O)(=O)N(c1ccc(F)cc1)C1CCN(C(=O)c2ccc(F)cc2)CC1)C(C)C
 : 121 | 106 | 98 | 96 | 113 | 111 | 88 | 96
81	CC1(C)OC2OC3C(CN)OC(c4ccccc4)OC3C2O1 (stereo unspecified)
 : 105 | 120 | 98 | 118 | 105 | 103 | 93 | 103
82	CC(=O)N1CCN(C(C)=O)c2ccccc21
 : 121 | x | x | x | 109 | 110 | 103 | 91
83	COC(=O)c1c2c(c(C)[n+]([O-])c1C)C(=O)C(NCc1ccc(O)cc1)=CC2=O
 : -62* | -99* | -90* | -22* | -74* | 34 | -7.4* | -63*
84	COc1ccc(CCN(C)CCCC(C#N)(c2cc(OC)c(OC)c(OC)c2)C(C)C)cc1OC (stereo unspecified)
 : 75 | 123 | 96 | 94 | 105 | 102 | 98 | 88
85	Cc1oc(-c2cc(C(F)(F)F)ccc2Cl)cc1C(=O)Nc1ccc(S(N)(=O)=O)cc1
 : 111 | 90 | 101 | 109 | 99 | 118 | 100 | 94
86	CCOC(=O)COc1ccc(/C=C2\CC/C(=C\c3ccc(OCC(=O)OCC)c(OC)c3)C2=O)cc1OC
 : x | 111 | 61 | 97 | 101 | 100 | 101 | 99
87	Cc1ccc(C(=O)NNC(=O)c2ccccc2)cc1
 : 102 | 113 | 93 | 127 | 105 | 95 | 107 | 105

Source: PubChem (NCI)
